Bioassay records as filed in PubChem BioAssay.
Chronic BCR inh: qHTS Assay to Find Inhibitors of Chronic Active B-Cell Receptor Signaling; AID 493014, 2011; Potency, µM (series often up to 46.1 µM), without a hit: top-dose ratio change, negative = lower green/red ratio, actives largely listed as inhibitors; ABC-DLBCL IkBa-CBG/CBR reporter, luminescence ratio, 4 h; 340,000 tested, 0.05% active; active = well fitted inhibition curve with a large enough effect in the signal ratio, with a control signal flat, not every such curve was filed as active; inconclusive = small, poorly fitted or top-dose-only effect, or effect the other way, or a change in a side signal; the % refers to the signal ratio;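 also: potency is read from the fitted curve at half-maximal effect; plate controls were basal doxycycline-induced cells for no effect and cells given 10 µM MG132 for full effect; MG132 reads +100%, hits lower the ratio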
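Concentration-response series (up to 46 uM) were applied to TMD8 dual-reporter cells for 4 h at 37C with doxycycline. Green/red ratio, after filter-overlap correction, defined %Activity; red signal alone was normalised to basal cells and zero luminescence.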
MLL CXXC-DNA inh: qHTS Fluorescence Polarization Assay for Inhibitors of MLL CXXC domain - DNA interaction | Histone-lysine N-methyltransferase 2A (Homo sapiens), Q03164 | MLL-CXXC / FITC-HOXA9 DNA fluorescence polarization | Potency, µM (top dose mostly 115 µM), for inactives: top-dose activity change, negative = inhibition, actives largely listed as inhibitors | 290,000 tested, 0.037% active; active = well fitted inhibition curve with a large enough effect in the polarisation, with a control signal flat, not every such curve was filed as active; inconclusive = small, poorly fitted or top-dose-only effect, or effect the other way, or a change in a side signal; inactive = no such curve, though single readings can be large or run the other way; the % refers to the polarisation; also: potency is read from the fitted curve at half-maximal effect
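Fluorescence polarization: 7 uM MLL-CXXC (stock) preincubated 5 min with compounds, then 50 nM fluorescein-HOX-A9 DNA (stock) added; 30 min ambient. Buffer 50 mM Tris-HCl pH 7.5, 50 mM NaCl, 1 mM DTT, 0.05% BSA.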
GALK inhibitor: qHTS Assay for Inhibitors of Human Galactokinase (GALK). P51570. Purified GALK, Kinase-Glo residual ATP luminescence. Potency, µM (highest dose often 57.5 µM), inactives show at the highest dose activity change, negative = inhibition, most hits filed as inhibitors. 270,000 tested, 0.007% active; also: potency is read from the fitted curve at half-maximal effect; % is scaled to controls: 0 for no effect and ±100 for the full control effect
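Kinase-Glo Plus luminescence measured ATP left after a 1 h room-temperature reaction. The reaction used 5 nM GALK, 100 uM galactose and 35 uM ATP at pH 8.0 (20 mM HEPES, 5 mM MgCl2, 60 mM NaCl, 1 mM DTT, 0.01% BSA).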
TSHR antag: Antagonists of the Thyroid Stimulating Hormone Receptor: HTS campaign; Thyrotropin receptor (Homo sapiens), P16473; 330,000 tested, 0.2% active; activity change, negative = inhibition, % at 11.5 µM; AID 504810, 2011; TSHR-expressing cells, TSH-stimulated cAMP HTRF, 2 h; active compounds read low;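 active = activity change below a set negative limit, meaning inhibition stronger than a set level, cut at about -70% in these data; inconclusive = activity change between two set negative limits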; also: % is scaled to controls: 0 for no effect and ±100 for the full control effect
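Competitive HTRF cAMP read-out (cryptate anti-cAMP antibody, cAMP-d2; 30 min, room temperature) in freshly harvested TSHR cells. Compounds added before TSH at EC80 (4nM final), followed by 2 hours' incubation at 37 deg C.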
Coupling enz: qHTS Assay for Inhibitors of Fructose-1,6-bisphosphate Aldolase from Giardia Lamblia: Coupling assay counterscreen | coupling enzyme system counterscreen, AmpLite Red fluorescence | 290,000 tested, 0.67% active | AID 2472, 2010 | activity change, negative = inhibition, % at 58.2 µM, hits read low; in the data active = activity change below about -30%; also: % is scaled to controls: 0 for no effect and ±100 for the full control effect
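Coupling enzymes only (glyceraldehyde-3-phosphate) + compound, at 57.5 uM final, 10 min RT; add substrate/coupling/AmpLite Red mix, 20 min RT; fluorescence ex 525/em 598 nm. Actives flag coupling-system interference.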
Tb PFK block: qHTS Assay to Find Inhibitors of T. brucei phosphofructokinase. ATP-dependent 6-phosphofructokinase (Trypanosoma brucei brucei), O15648. T. brucei PFK, ADP-Glo luminescence. Potency, µM (doses to about 57.5 µM), inactives show at the highest dose activity, negative = inhibition, hits mostly inhibitors. 330,000 tested, 0.17% active. AID 485367, 2010;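 also: potency is read from the fitted curve at half-maximal effect; 0% = uninhibited 1x PFK enzyme wells and -100% = no-enzyme wells; nearly all actives have a fitted effect of over 60% in size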
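Luminescent ADP detection (ADP-Glo, two-step: ATP depletion then ADP-to-ATP conversion for luciferase) reported PFK activity after 45 min room-temperature reaction of 1.25 nM enzyme with 0.5 mM F6P and 0.1 mM ATP at pH 8.0.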
TCR act: Activators of T cell receptors: qHTS campaign; primary human leukocytes, anti-CD3, IL-2 HTRF, 48 h; Potency, µM (doses to about 9.22 µM), for the others: at the highest dose activation of IL-2 secretion, most hits filed as activators; 330,000 tested, under 10 active; AID 504894, 2011; also: % of control where 0% means no effect
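Compounds are tested in HTS on primary human leukocytes co-incubated with a-CD3 beads for 48 hr. IL-2 output is measured by time-resolved FRET.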
Giardia kill: Small Molecules that selectively kill Giardia lamblia: qHTS; AID 540267, 2011; 340,000 tested, 0.15% active; Giardia lamblia trophozoite viability; activity change, % at 7.66 µM, hits read low; in the data active = activity change below about -80%; inconclusive = between about -30% and that limit;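 also: parasites exposed to compound for two days anaerobically before the ATP read; % is scaled to controls: 0 for no effect and ±100 for the full control effect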
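Media and compound were dispensed first, then trophozoites at 100 cells/well; plates sat 48 hrs at 37 deg C without oxygen before ATP luminescence reagent was added and read after 15-30 min at room temperature.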
KCNH2 WT inh: qHTS for Inhibitors of KCHN2 3.1: Wildtype qHTS | Voltage-gated inwardly rectifying potassium channel KCNH2 (Homo sapiens), Q12809 | U2OS, BacMam KCNH2, thallium flux FluxOr; active compounds read low | activity change, % at 1.84 µM | 340,000 tested, 0.37% active | AID 720551, 2013;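 active = maximum activity change below -70%; inconclusive = maximum activity change between -70% and -50%; inactive = maximum activity change above -50%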; also: % is scaled to controls: 0 for no effect and ±100 for the full control effect
Target sequence (Q12809 whole entry, looked up): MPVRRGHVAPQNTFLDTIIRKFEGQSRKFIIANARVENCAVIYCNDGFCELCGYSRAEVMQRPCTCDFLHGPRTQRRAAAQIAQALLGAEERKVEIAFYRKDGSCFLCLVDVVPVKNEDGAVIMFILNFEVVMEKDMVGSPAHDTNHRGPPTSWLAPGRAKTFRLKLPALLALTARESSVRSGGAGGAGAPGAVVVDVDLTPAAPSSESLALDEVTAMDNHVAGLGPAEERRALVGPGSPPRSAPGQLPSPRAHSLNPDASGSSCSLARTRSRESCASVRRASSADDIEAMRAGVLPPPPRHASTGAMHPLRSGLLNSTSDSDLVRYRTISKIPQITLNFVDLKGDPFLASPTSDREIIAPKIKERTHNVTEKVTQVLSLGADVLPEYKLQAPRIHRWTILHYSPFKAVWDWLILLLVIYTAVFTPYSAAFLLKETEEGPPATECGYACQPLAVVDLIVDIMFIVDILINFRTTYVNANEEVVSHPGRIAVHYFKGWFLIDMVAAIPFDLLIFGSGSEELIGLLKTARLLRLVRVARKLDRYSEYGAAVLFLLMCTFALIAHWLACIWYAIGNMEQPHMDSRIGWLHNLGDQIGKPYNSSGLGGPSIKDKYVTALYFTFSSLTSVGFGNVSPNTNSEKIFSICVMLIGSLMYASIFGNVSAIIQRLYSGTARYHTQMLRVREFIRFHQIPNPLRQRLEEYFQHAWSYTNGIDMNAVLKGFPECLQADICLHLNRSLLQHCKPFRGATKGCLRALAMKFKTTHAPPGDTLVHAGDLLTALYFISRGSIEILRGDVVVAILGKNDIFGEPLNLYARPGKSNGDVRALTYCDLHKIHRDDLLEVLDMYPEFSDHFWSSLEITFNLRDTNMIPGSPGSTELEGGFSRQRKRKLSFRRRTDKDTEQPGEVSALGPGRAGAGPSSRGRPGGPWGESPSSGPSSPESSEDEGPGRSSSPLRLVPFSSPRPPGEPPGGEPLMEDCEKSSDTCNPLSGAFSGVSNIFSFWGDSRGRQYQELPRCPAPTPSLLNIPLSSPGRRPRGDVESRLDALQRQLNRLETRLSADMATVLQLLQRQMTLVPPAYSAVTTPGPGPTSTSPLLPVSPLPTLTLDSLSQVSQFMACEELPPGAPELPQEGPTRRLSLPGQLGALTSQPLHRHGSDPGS
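U2OS cells transduced with wild-type KCNH2 virus are loaded with FluxOr dye for 45 min, and thallium flux is measured in kinetic reads before and after stimulation buffer. Rate constants are normalized to DMSO controls.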
A-T KAP1 phos: qHTS Assay for Identifying a Potential Treatment of Ataxia-Telangiectasia. […] A-T fibroblasts, KAP-1 phosphorylation AlphaLISA; neocarzinostatin DNA damage 30 min before lysis. 320,000 tested, 0.19% active. Potency, µM (doses to about 57.5 µM), for inactives: at the top dose activation, usual class: activators; also: potency is read from the fitted curve at half-maximal effect; % of control where 0% means no effect; nearly all actives have a fitted effect of over 45% in size
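ATM-like activity read as KAP-1 phosphorylation via AlphaLISA donor/acceptor antibody pairs after lysis and 6 hr at 25C. Cells were ATM-null patient fibroblasts ([…], hTERT), dosed 60 min, then exposed to the DSB inducer NCS for 30 min.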
An asterisk follows results filed as active; ? = inconclusive; · = no result given; [ ] = another dose, or the depositor's remark. Unless noted, calls follow the shape of the dose curve; as a rule, active = well fitted curve in the direction sought with a large enough effect; inconclusive = small, poorly fitted or top-dose-only effect, or another doubt; inactive = no such curve, though single readings can be large; an effect the other way counts as inactive or inconclusive.

SMILES	A-T KAP1 phos	Coupling enz	Tb PFK block	TSHR antag	KCNH2 WT inh	MLL CXXC-DNA inh	Chronic BCR inh	GALK inhibitor	TCR act	Giardia kill
O=C(CNC(=O)c1ccccc1Br)N/N=C/c1cccnc1	-7%	4	3%	-3	6	-1%	-17%	6%	-1%	24
O=C(Nc1nnc(SCc2ccc(Cl)cc2Cl)s1)C1COc2ccccc2O1 (stereo not drawn)	0%	12	-4%	-44	-1	-11%	16%	-2%	-2%	-28
COc1cccc(N2CC(C(=O)Nc3nnc(SCC(=O)Nc4cc(C)on4)s3)CC2=O)c1 (stereo not drawn)	-2%	0	-3%	-4	-24	21%	-3%	-14%	2%	7
O=C(CCCOc1ccccc1)N1CCN(c2ccc(F)cc2)CC1	-1%	2	3%	-2	14	-10%	14%	1%	0%	0
COc1ccc(-n2c(Cc3cc(=O)[nH]c(=O)[nH]3)nnc2SCc2ccccc2)cc1	6%	-1	-7%	-2	-4	-2%	-1%	1%	6%	9
COc1ccc(CNC(=O)C2(c3ccc(Cl)cc3)CC2)cc1	-4%	-1	-1%	12	4	10%	1%	1%	13%[46.1 µM]	-23
Cc1cc(C)cc(OCC(=O)NCc2cc(C)nc3ccccc23)c1	3%	2	2%	-9	·	-3%	-1%	0%	-3%	2
C=CCOc1cccc(C(=O)N2CCCC(CCC(=O)NCc3ccccc3F)C2)c1 (stereo not drawn)	14%	2	-6%	-18	-5	-6%	-9%	4%	-2%	-27
O=C(O)CCn1nc(-c2ccc(F)cc2)cc(Cc2ccccc2)c1=O	35%	1	2%	-17	0	16%	?	0%	3%	0
CN(Cc1cccnc1)C(=O)c1ccc2nc(Cc3ccccc3F)oc2c1	-5%	1	2%	11	-5	-1%	0%	-1%	3%	-29
O=C(CSc1nnc(-c2ccncc2)n1CC1CCCO1)Nc1ccccc1Cl (stereo not drawn)	2%	3	1%	19	2	-7%	?	-2%	1%	-20
O=[N+]([O-])c1ccccc1Oc1ccc(Cl)c2cccnc12	3%	4	-3%	-16	-17	-2%	?	-1%	-18%	-1
CC(C)[C@H](NC(=O)c1ccco1)C(=O)OCC(=O)c1ccc(Br)s1	17%	·	9%	8	-13	·	?	·	6%	-19
O=C(NC(=S)NC(=O)c1ccccc1F)c1ccccc1F	13%	-1	-20%	0	-3	27%	?	0%	-3%[46.1 µM]	-3
CCCC(NC(=O)C(C)Sc1nnnn1C1CC1)c1ccccc1 (stereo not drawn)	-5%	·	0%	-3	-4	·	2%	·	0%	27
COC(=O)/C(=C/c1cn(C(C)=O)c2ccccc12)[N+](=O)[O-]	-12%	-7	0%	-15	13	7%	4%	1%	-8%	-12
O=[N+]([O-])c1ccc(-c2cn(-c3ccccc3F)c(=S)[nH]2)cc1	-8%	0	-27%	15	-23	3%	0%	0%	-7%	-9
CCNC(=O)CC1C(=O)N(c2cccc(C)c2)C(=O)N1CCC(C)C (stereo not drawn)	-7%	1	1%	10	0	3%	0%	4%	0%	1
CSc1nc(N2CCN(c3ccccc3Cl)CC2)c2ccccc2n1	-1%	4	11%	-19	10	-4%	6%	1%	8%	6
COc1cc(C(NC(C)=O)NC(C)=O)ccc1OCc1ccccc1	-2%	-2	0%	-12	-9	-5%	4%	0%	1%	-10
O=C(Cn1ccc(NC(=O)OCc2ccccc2)nc1=O)NCc1ccc2c(c1)OCO2	-10%	·	2%	-9	8	·	2%	·	7%	22
CC(=S)c1c(C)cc2cc(C)ccn12	0%	-2	1%	2	-4	1%	0%	0%	-4%[46.1 µM]	-29
C=CCn1c(=O)c(C(=O)NC2CC2)c(O)c2cc(OC)c(OC)cc21	-1%	2	-3%	33	3	-5%	0%	-5%	-2%	10
COc1ccc(CCNCc2cc(C)n(-c3ccc(OC)cc3)c2C)cc1	27%	0	-5%	8	12	-12%	0%	-2%	-1%	10

Just A-T KAP1 phos and TSHR antag (4 entries from above):
SMILES	A-T KAP1 phos	TSHR antag
CCNC(=O)CC1C(=O)N(c2cccc(C)c2)C(=O)N1CCC(C)C (stereo not drawn)	-7%	10
CSc1nc(N2CCN(c3ccccc3Cl)CC2)c2ccccc2n1	-1%	-19
COc1cc(C(NC(C)=O)NC(C)=O)ccc1OCc1ccccc1	-2%	-12
O=C(Cn1ccc(NC(=O)OCc2ccccc2)nc1=O)NCc1ccc2c(c1)OCO2	-10%	-9

Additional compounds:
SMILES	A-T KAP1 phos	Coupling enz	Tb PFK block	TSHR antag	KCNH2 WT inh	MLL CXXC-DNA inh	Chronic BCR inh	GALK inhibitor	TCR act	Giardia kill
O=C(NC1CCCN(Cc2ccccc2F)C1)c1cccs1 (stereo not drawn)	8%	·	0%	52	-4	5%	-2%	-2%	-1%	11
O=C1Nc2cc(C(=O)NCCN3CCCCCC3)ccc2S/C1=C\c1ccccc1	-1%	·	2%	-7	14	109%[activator]	4%	-1%	-1%	?
O=C(c1ccc(CS(=O)Cc2ccccc2Cl)o1)N1CCN(C2CCCCC2)CC1 (stereo not drawn)	3%	1	-7%	-22	4	1%	?	3%	1%	-5
O=C(NCC1CCCO1)NC1CCCCC1 (stereo not drawn)	1%	4	1%	29	-29	2%	12%	1%	2%[46.1 µM]	-6
Cc1cc(NC(=O)COC(=O)CNS(=O)(=O)c2c(F)cc(F)cc2Br)no1	17%	·	-2%	-9	0	·	0%	·	-4%	-16
CCOC(=O)CSC1=C(C#N)C(c2ccco2)C(C(=O)Nc2cccc(C(F)(F)F)c2)=C(C)N1 (stereo not drawn)	-3%	-2	-6%	-10	1	-2%	?	-1%	·	-6
NC(=O)c1ccc(NC(=O)COC(=O)C2(c3ccccc3F)CCCC2)cc1	18%	5	0%	-9	-4	-17%	2%	9%	-1%	-16
CCCCNS(=O)(=O)NC(=O)C1=C(N2CCCC2)COC1=O	2%	·	5%	3	·	·	0%	·	-3%	0

An excerpt from above in order of heavy-atom count, falling:
SMILES	A-T KAP1 phos	Coupling enz	Tb PFK block	TSHR antag	KCNH2 WT inh	MLL CXXC-DNA inh	Chronic BCR inh	GALK inhibitor	TCR act	Giardia kill
CCOC(=O)CSC1=C(C#N)C(c2ccco2)C(C(=O)Nc2cccc(C(F)(F)F)c2)=C(C)N1 (stereo not drawn)	-3%	-2	-6%	-10	1	-2%	?	-1%	·	-6
O=C(c1ccc(CS(=O)Cc2ccccc2Cl)o1)N1CCN(C2CCCCC2)CC1 (stereo not drawn)	3%	1	-7%	-22	4	1%	?	3%	1%	-5
O=C(NC1CCCN(Cc2ccccc2F)C1)c1cccs1 (stereo not drawn)	8%	·	0%	52	-4	5%	-2%	-2%	-1%	11

Next results:
SMILES	A-T KAP1 phos	Coupling enz	Tb PFK block	TSHR antag	KCNH2 WT inh	MLL CXXC-DNA inh	Chronic BCR inh	GALK inhibitor	TCR act	Giardia kill
CCN1CCN(c2c(Cl)cccc2NC(=O)c2ccc(Br)o2)CC1	-5%	5	13%	-1	-2	8%	?	-3%	-1%	-7
O=C(N/N=C/C(Cl)=C/c1ccccc1)c1ccccn1	-9%	0	4%	-9	-3	80%[activator]	?	-1%	-3%	38[activator]
O=C(CSc1nnc(-c2ccncc2)n1C1CCCCC1)Nc1cccc(O)c1	6%	3	1%	-2	3	7%	0%	6%	3%	-6
O=C(CSc1ccsc1[N+](=O)[O-])N1CCN(c2ccccn2)CC1	-4%	1	-7%	-6	-1	3%	-8%	-1%	13%	?
CC(NC(=O)COC(=O)CCc1ccccc1)c1ccccc1 (stereo not drawn)	7%	2	-5%	9	3	4%	-1%	2%	-3%[46.1 µM]	11
O=C(CSc1cn[nH]n1)Nc1nc2ccccc2s1	0%	7	7%	-5	-3	-1%	?	-7%	-10%	0
